Ecoli WT growth = blocks growth of wild type E. coli BW25113; E. coli BW25113 growth inhibition, OD600; inhibition, % at 10 µM; 0.05% of 20,000 active; in the data active means inhibition above about 40%;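 further: bacteria exposed to compound for 20 hours at 37 °C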
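assay system = bacterial strain in a whole-cell growth screen | quantity = inoculum from a 1:1000 dilution of a 1.5 h subculture | buffer or medium = LB broth with 50 µg/mL kanamycin | compound dosing = one dose, 10 µM final | schedule = compound exposure of 20 h at 37 °C | technique = absorbance at 615 nm as a measure of bacterial growth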
An asterisk follows results filed as active. A portion of the library, so the mix of outcomes need not match the whole.

SMILES	Ecoli WT growth
CC(C)COc1ccc(C(=O)OCCN2CCOCC2)cc1	-3
O=S(=O)(c1ccc(NC2CCCCC2)cc1)N1CCOCC1	-19
Cc1ccc(N2CCN(CC(O)COC3CCCCC3)CC2)cc1 (stereo unspecified)	-21
Cc1ccc(C(=O)/C=C/Nc2cccc(O)c2)cc1	-1
Cc1cc(=O)[nH]c(/N=C(/NC(=O)c2ccccc2)Nc2ccc3c(c2)OCCO3)n1	-29
CC(=O)Nc1cccc(NC(=O)C2CCCN2C(=O)Nc2ccc(C)cc2)c1 (stereo unspecified)	8
NC(=O)C1CCN(CC(=O)N2c3ccccc3CCc3ccccc32)CC1	-1
COc1ccc(OCC(=O)N2CC3(C)CC2CC(C)(C)C3)cc1 (stereo unspecified)	8
Cc1nc2ccccc2c2oc(C(=O)NCc3ccccn3)cc12	9
COC(=O)N1CCN(c2ccc(Cl)c(Cl)c2)CC1	-3
Cc1cc(NC(=O)CSc2nc(-c3ccco3)cc(C(F)(F)F)n2)no1	-16
CC(C)N1CC(C(=O)Nc2ccc(Br)c(Cl)c2)CC1=O (stereo unspecified)	3
O=C(CCS(=O)(=O)c1cccc2nsnc12)NCc1ccccc1	1
Cc1c(NC(=O)c2ccc(Br)o2)c(=O)n(-c2ccccc2)n1C	-3
O=C(CSc1nnc(-c2ccncc2)n1-c1ccc(Cl)cc1)N1CCOCC1	2
COc1ccccc1NC(=O)NC1(C(=O)N2CCC(O)CC2)CCCCC1	5
CC(=O)c1cccc(-n2c(CCC(=O)O)ccc2-c2cccs2)c1	-5
COC(=O)CCC(=O)Nc1ccc(OC)cc1	14
CCOc1cc(C(=O)Nc2cnccn2)cc(OCC)c1OCC	-14
COC(=O)C1CCN(C(=O)CN2C(=O)NC(CCc3ccccc3)C2=O)CC1 (stereo unspecified)	-3
CCOC(=O)c1c(C)n(C)c2ccc(OCC(O)Cn3nc(C)cc3C)cc12 (stereo unspecified)	6
O=C(COC(=O)C12CC3CC(CC(O)(C3)C1)C2)N1CCN(S(=O)(=O)c2ccc(Cl)cc2)CC1	2
O=C(Nc1ccc(Cl)cc1)c1ccc2c(c1)OCO2	-18
CN(C#N)c1nc(N2CCOCC2)nc(N2CCOCC2)n1	-3
Cc1cc(NC(=O)CSc2nccn2-c2ccc(Cl)cc2)no1	5
COc1cccc2c1C(=O)c1c(O)c3c(c(O)c1C2=O)C[C@@](O)(C(=O)CO)C[C@@H]3O[C@H]1C[C@H](N)[C@H](O)[C@H](C)O1	8
COc1ccc(CN(C(=O)c2ccccc2OC)C2CCS(=O)(=O)C2)cc1 (stereo unspecified)	-4
COc1ccc(NC(=O)c2oc3ccccc3c2NC(=O)c2ccco2)cc1	12
C/C(=C\C(=O)c1ccc(C)o1)Nc1ccc2c(c1)OCO2	-22
CCCSc1nnc2[nH]c(=O)cc(N)n12	10

A different layout for part of the listing above:
> COc1cccc2c1C(=O)c1c(O)c3c(c(O)c1C2=O)C[C@@](O)(C(=O)CO)C[C@@H]3O[C@H]1C[C@H](N)[C@H](O)[C@H](C)O1
  Ecoli WT growth: 8

> CCOc1cc(C(=O)Nc2cnccn2)cc(OCC)c1OCC
  Ecoli WT growth: -14

> COC(=O)C1CCN(C(=O)CN2C(=O)NC(CCc3ccccc3)C2=O)CC1 (stereo unspecified)
  Ecoli WT growth: -3

> O=C(COC(=O)C12CC3CC(CC(O)(C3)C1)C2)N1CCN(S(=O)(=O)c2ccc(Cl)cc2)CC1
  Ecoli WT growth: 2

Next records follow.
SMILES	Ecoli WT growth
CS(=O)(=O)Nc1ccc(C(=O)NCc2ccco2)cc1	-11
CN1CCN(C(=O)c2cnn(-c3ccccc3)c2NC(=O)c2cccs2)CC1	-22
COc1c(F)c(F)c(C(=O)Nc2cccc(Cl)c2N2CCOCC2)c(F)c1F	-21
Cc1cc(N2CCCC2=O)cc(C)c1CN1C(=O)c2ccccc2C1=O	-24
CCN(CC)CCn1c(=N)n(CCO)c2ccccc21	-2
N#CCSc1nc2ccccc2c(=O)n1-c1ccccc1	-26
O=C(CCCOc1ccccc1)N1CCN(c2ccccn2)CC1	4
COC(=O)c1cccc(Nc2cc(C)nc(-c3ccccc3O)n2)c1	1
COCCN1C(=O)C(=O)/C(=C(/O)c2ccc3c(c2)OCCO3)C1c1ccc(C(=O)OC)cc1 (stereo unspecified)	-15
CCC1(C)Cc2c(C#N)c(N)n(-c3ccccc3)c(=O)c2CO1 (stereo unspecified)	-3
c1ccc(OCCCc2nc(-c3ccccn3)no2)cc1	-10
CC(C)Oc1ccc2c(=O)c(-c3ccccc3)coc2c1	0
Cc1ccc(CNC(=O)C2C3C=CC(C3)C2C(=O)O)cc1 (stereo unspecified)	-19
COc1ccc(-c2c3c(=O)n(C)c(=O)n(C)c3cn2-c2cccc(OC)c2)cc1	5
CC1=C(C(=O)OC(C)C)C(c2ccc(F)cc2)NC(=O)N1 (stereo unspecified)	-8
COc1ccc(C(=O)CSc2nnc(-c3ccccn3)n2Cc2ccco2)cc1	-17
CCOc1ccccc1N(CC(=O)N1CCOCC1)S(=O)(=O)c1ccccc1	0
CCOCCCn1c(=NC(C)=O)c(C(=O)OCC)cc2c(=O)n3ccccc3nc21	-8
Cc1cc(N2CCN(C3CCCC3)CC2)n2c(nc3ccccc32)c1C#N	-6
O=C(O)c1ccc(NC(=O)c2cccs2)cc1	-10
COc1ccccc1C(=O)NCCCn1cc(Br)c(C)n1	-13
O=C(NCC1CCCO1)c1ccccn1 (stereo unspecified)	-17
Cc1ccc(-c2nc(N)n(C(=O)c3cccnc3)n2)cc1	1
C=CCn1c(SCC(=O)Nc2ccc(C(=O)OCC)cc2)nnc1-c1sc(N)nc1C	-16
COC(=O)CSc1nc2sc3c(c2c(=O)n1C1CCCCC1)CCN(C)C3	5
CSc1nc2nc(-c3ccccc3)cc(C(F)(F)F)n2n1	-18
O=S(=O)(c1ccc(F)cc1)N1CCC(N2CCN(c3ccccc3)CC2)CC1	-23
O=c1c2c(nc3nc(CCc4ccccc4)[nH]n13)CCC2	-10
Cc1noc(C)c1C(=O)Nc1sc2c(c1C(N)=O)CCCCC2	-18
CCCCNC(=O)c1ccc(NS(=O)(=O)c2ccccc2)cc1	-19

4 structures out of the list, ordered by formula weight, high to low:
SMILES	Ecoli WT growth
CCOCCCn1c(=NC(C)=O)c(C(=O)OCC)cc2c(=O)n3ccccc3nc21	-8
CCOC(=O)c1c(C)n(C)c2ccc(OCC(O)Cn3nc(C)cc3C)cc12 (stereo unspecified)	6
C/C(=C\C(=O)c1ccc(C)o1)Nc1ccc2c(c1)OCO2	-22
O=c1c2c(nc3nc(CCc4ccccc4)[nH]n13)CCC2	-10

The listing continues.
SMILES	Ecoli WT growth
CC(C)Oc1ccc(NC(=O)c2ccncc2)cc1	-20
Cc1ncc([N+](=O)[O-])n1CC(O)CCl (stereo unspecified)	8
CCOc1ccc(N2CC(C(=O)Nc3ccccc3OC)CC2=O)cc1 (stereo unspecified)	2
Cc1ccc(S(=O)(=O)N2CCOCC2)cc1C(=O)Nc1nc(-c2cccnc2)cs1	4
COC(=O)c1ccccc1NC(=O)CN1C(=O)c2ccccc2S1(=O)=O	-8
CCOC(=O)C1CCN(C(=O)C2(NC(=O)Nc3ccccc3Cl)CCCCC2)CC1	-2
CCn1cnc2scc(-c3ccccc3)c2c1=O	-13
N#Cc1c(NC(=O)CSc2ncc(-c3ccccc3)n2CC2CCCO2)sc2c1CCCC2 (stereo unspecified)	-22
CC(C)(C)c1cc(C(=O)O)nn1-c1ccccc1	1
CCOC(=O)N1CCN(Cc2nc3c(c(=O)n(C)c(=O)n3C)n2Cc2ccc(F)cc2)CC1	-2
O=C1CC(N2CCC(c3nc4ccccc4o3)CC2)C(=O)N1c1ccc(Cl)cc1 (stereo unspecified)	-16
Cc1nc2ccc(C(C(F)(F)F)(C(F)(F)F)C(F)(F)F)cc2[nH]1	-8
O=C(NC1CCCC1)C(c1cccs1)N(C(=O)c1ccno1)c1ccccc1 (stereo unspecified)	-4
CC(=O)c1cccc(N(CC(=O)O)S(C)(=O)=O)c1	-15
COCCNc1oc(-c2ccc(C)cc2)nc1C#N	6
CCCc1cc(=O)[nH]c(SCC(=O)N2CCN(c3ccccc3)CC2)n1	2
CCN1CCN(S(=O)(=O)Cc2ccccc2)CC1	-8
CCOC(=O)c1ccccc1NC(=O)CN(c1ccccc1)S(=O)(=O)N(C)C	-10
CCN(CC)c1ccc(C2NC(=O)NC(C)=C2C(=O)Nc2ccccc2)cc1 (stereo unspecified)	-19
N#Cc1nc(-c2ccccc2F)oc1NCc1cccc2c1OCO2	7
Nc1nc(SCc2ccc3c(c2)OCCO3)n[nH]1	-16
COc1cc(-c2nn3c(-c4cccnc4)nnc3s2)cc(OC)c1OC	17
CCCc1nc(-c2ccccc2O)n(-c2ccccc2)n1	2
c1ccc(-c2n[nH]c3ccccc23)cc1	19
Cc1ccc(C2C(C(=O)c3cccs3)=C(O)C(=O)N2CCN2CCOCC2)o1 (stereo unspecified)	-20
COc1cccc2sc(NC(=O)c3ccc(S(=O)(=O)N4CCOCC4)cc3)nc12	-1
Nc1ccc2c(c1)COc1ccccc1O2	-14
CCc1nc(SCc2cc(Cl)ccc2OC)n[nH]1	-4
O=C(Nc1nnc(COc2ccc(F)cc2)s1)c1cccs1	4
Cc1ccc2nc(C(F)OC(F)(F)F)[nH]c2c1 (stereo unspecified)	16

Some of the entries so far, bar-delimited.
SMILES | Ecoli WT growth
Cc1ccc2nc(C(F)OC(F)(F)F)[nH]c2c1 (stereo unspecified) | 16
CCCc1cc(=O)[nH]c(SCC(=O)N2CCN(c3ccccc3)CC2)n1 | 2
N#Cc1nc(-c2ccccc2F)oc1NCc1cccc2c1OCO2 | 7
Nc1ccc2c(c1)COc1ccccc1O2 | -14

(cont.)
SMILES	Ecoli WT growth
COc1c(F)c(F)c(C(=O)Nc2ccc3oc(-c4ccncc4)nc3c2)c(F)c1F	-19
CCn1c(SCC(=O)NCc2ccco2)nc2c(c1=O)SC(C)C2 (stereo unspecified)	19
CC(NCc1ccco1)C(=O)N1CCc2ccccc2C1 (stereo unspecified)	5
c1nc(NCC2(N3CCOCC3)CCCCC2)c2ccsc2n1	-4
COc1cccc(Oc2nc3ncn(Cc4ccccc4)c3c(=O)n2C)c1	-16
O=C(NCc1cccc(Cl)c1)c1ccc2c(c1)OCO2	-14
CC(=O)NS(=O)(=O)c1ccc(NC(=O)c2ccccc2F)cc1	0
COc1ccc2[nH]c(=O)c(CN(Cc3cccs3)Cc3nnnn3C(C)(C)C)cc2c1	0
CS(=O)(=O)N1CCN(C(=O)Cc2cccs2)CC1	-8
Cc1cc(O)c(C(C)C)cc1NS(=O)(=O)c1ccccc1	-16
Cc1cc(C(=O)CSc2nnc(-c3ccccc3)n2C)c(C)n1C	7
COC(=O)c1cc(OC)c(OC)cc1NC(=O)c1ccoc1C	-11
CC1CCN(CCc2nc3cc(NS(=O)(=O)c4ccc(F)cc4)ccc3n2C)CC1	4
Cc1cc(Cl)c(S(=O)(=O)Nc2ccc3c(c2)OCO3)cc1OCC(N)=O	0
Cc1csc(NC(=O)C2C3C=CC(O3)C2C(=O)O)n1 (stereo unspecified)	-8

7 entries picked at random from those above, as already listed:
SMILES	Ecoli WT growth
COc1ccc2[nH]c(=O)c(CN(Cc3cccs3)Cc3nnnn3C(C)(C)C)cc2c1	0
Cc1cc(C(=O)CSc2nnc(-c3ccccc3)n2C)c(C)n1C	7
COc1c(F)c(F)c(C(=O)Nc2ccc3oc(-c4ccncc4)nc3c2)c(F)c1F	-19
COC(=O)c1cc(OC)c(OC)cc1NC(=O)c1ccoc1C	-11
CC(NCc1ccco1)C(=O)N1CCc2ccccc2C1 (stereo unspecified)	5
COc1cccc(Oc2nc3ncn(Cc4ccccc4)c3c(=O)n2C)c1	-16
CC(=O)NS(=O)(=O)c1ccc(NC(=O)c2ccccc2F)cc1	0

The list continues.
SMILES	Ecoli WT growth
O=C(Nc1ccc2nsnc2c1)c1cccs1	0
CCC(C)(C(=O)NC1CCCC1)N(Cc1cccs1)C(=O)Cc1cccs1 (stereo unspecified)	-2
CN1CCN(CC(=O)N2c3ccccc3C(=O)Nc3cccnc32)CC1	8
O=S(=O)(NCc1cn2ccsc2n1)c1ccc2c(c1)OCCO2	-3
N#CCCn1ccc(NC(=O)c2ccc(Cl)cc2)n1	4
CCCn1c(SCC(=O)NC(C)(C)C)nnc1C(C)C	-3
CCOC(=O)c1ccc(NC(=O)C(C)NS(=O)(=O)c2ccc(OC)cc2)cc1 (stereo unspecified)	-24
COc1cccc(-c2nc(CS(=O)(=O)CC(=O)NCc3ccc(Cl)cc3)c(C)o2)c1	12
CC(Oc1ccccc1)C(=O)Nc1ccc(S(=O)(=O)NCC2CCCO2)cc1 (stereo unspecified)	6
O=C(NCCC1=CCCCC1)C1CCN(S(=O)(=O)c2cccc3cccnc23)CC1	16
CCSc1nnc(NC(=O)c2ccc3c(c2)OCO3)s1	-15
Cc1nn(-c2ccccc2)c(Cl)c1C1C(C#N)=C(N)OC2=C1C(=O)CC(C)(C)C2 (stereo unspecified)	16
CC(=O)c1sc(NC(=O)C=C(C)C)nc1C	-11
C/C(N)=C(/C#N)C(=O)CSc1nnc(Nc2c(C)cccc2C)s1	-3
CS(=O)(=O)N(CCc1ccccc1)CC(=O)N1CCN(c2ccccc2)CC1	0
CCOC(=O)C1C(=O)CC(C)(O)C(C(=O)OCC)C1c1ccc(C)s1 (stereo unspecified)	-25
COc1cc(OC)c(C(=O)Nc2ccc(N(C)C)cc2)cc1OC	-5
Cc1cc(OCC(=O)NCCN2CCOCC2)ccc1Br	-18
O=C(NCCCN1CCOCC1)c1c(F)cccc1F	1
COc1ccc(NC2CCN(C3CC(=O)N(c4ccc(F)c(Cl)c4)C3=O)CC2)cc1 (stereo unspecified)	-19
CCOC(=O)c1ccc(NC(=O)CSc2n[nH]c(-c3ccncc3)n2)cc1	-6
CCCCCC1NC(=O)NC1CCCCCC(=O)O (stereo unspecified)	-3
CCOc1ccccc1N(CC(=O)Nc1ccccc1C(=O)NCc1ccco1)S(C)(=O)=O	-7
CCOC(=O)Cn1nc(-c2ccc(Cl)cc2)cc1N	-2
CC12CCC(=O)N1c1ccccc1C(=O)N2c1ccccc1 (stereo unspecified)	-19
Cc1oc(-c2ccc3c(c2)OCCO3)cc1C(=O)O	-27

Compound activity as filed in PubChem BioAssay.
